High-throughput results from PubChem BioAssay.
ERG-DNA inh = qHTS for Small Molecule Inhibitors of the ERG Ets/DNA interaction; fluorescence polarization, His-ERG Ets domain / labelled DNA; Potency, µM (top dose mostly 76.9 µM), without a hit: at the highest dose FP activity, negative = inhibition, usual class: inhibitors; hit rate 0.028% among 370,000; AID 624246, 2012; active = well fitted inhibition curve with a large enough effect in the polarisation, with a control signal flat; inconclusive = small, poorly fitted or top-dose-only effect, or effect the other way, or a change in a side signal; inactive = no such curve, though single readings can be large or run the other way; the % refers to the polarisation;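 note: polarization taken with two DNA probes labelled with fluorescein and Texas red; % of control where 0% means no effect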
Target sequence (P11308 whole entry, looked up, the tested form may be a part): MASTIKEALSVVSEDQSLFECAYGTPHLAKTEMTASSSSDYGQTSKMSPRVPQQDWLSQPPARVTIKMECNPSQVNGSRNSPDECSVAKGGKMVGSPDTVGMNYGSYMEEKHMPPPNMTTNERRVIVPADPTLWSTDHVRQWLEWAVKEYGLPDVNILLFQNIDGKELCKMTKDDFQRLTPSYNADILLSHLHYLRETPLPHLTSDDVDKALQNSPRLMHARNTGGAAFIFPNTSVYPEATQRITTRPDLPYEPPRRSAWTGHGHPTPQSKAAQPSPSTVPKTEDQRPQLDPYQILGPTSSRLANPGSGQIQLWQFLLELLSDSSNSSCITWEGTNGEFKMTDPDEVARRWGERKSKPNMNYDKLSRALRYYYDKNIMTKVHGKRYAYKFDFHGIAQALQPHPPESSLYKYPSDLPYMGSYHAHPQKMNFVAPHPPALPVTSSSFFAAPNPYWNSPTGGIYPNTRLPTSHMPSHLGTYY
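His-tagged ERG Ets domain (1 uM in the protein solution; 300mM KCl, 50mM Tris-HCl, 1mM EDTA, 1mM DTT, pH 7.5) received compound, then a probe mix of 5 nM fluorescein-DNA and 100nM Texas-615-DNA. Fluorescence polarization was read for both dyes.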
ALOX12 inh = Primary qHTS assay for inhibitors of human arachidonate 12S-lipoxygenase (ALOX12): Round 2. hit rate 1.1% among 580,000. Polyunsaturated fatty acid lipoxygenase ALOX12 (Homo sapiens), P18054. purified 12hLO, xylenol orange hydroperoxide absorbance. Potency, µM (highest dose often 108 µM), for inactives: at the top dose activity change, negative = inhibition, hits mostly inhibitors; note: % is set by controls: 0 for no effect and ±100 for the full control effect
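Hydroperoxide product was detected by ferrous iron/xylenol orange as the 573 to 405 nm absorbance ratio. Arachidonic acid at 40 uM (final) was turned over for 30 min at room temperature by 150 nM human 12hLO, pH 7.0 Hepes buffer, after 15 min compound preincubation.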
JMJD2A Tudor inh = qHTS Assay for Inhibitors of JMJD2A-Tudor Domain; AlphaScreen JMJD2A-Tudor / H3K4me3 peptide binding; Potency, µM (series often up to 114 µM), inactives show top-dose activity change, negative = inhibition, most hits filed as inhibitors; hit rate 4.4% among 390,000; AID 504339, 2011; note: % is set by controls: 0 for no effect and ±100 for the full control effect; nearly all actives have a fitted effect of over 50% in size
Pin1 inhibitor = qHTS Assay to Find Inhibitors of Pin1; Peptidyl-prolyl cis-trans isomerase NIMA-interacting 1 (Homo sapiens), Q13526; hit rate 0.009% among 390,000; Pin1 FP peptide displacement, HiFluor488, 10 min; Potency, µM (doses to about 115 µM), for the others: at the highest dose activity, negative = inhibition, usual class: inhibitors; active = well fitted inhibition curve with a large enough effect in the polarisation, with a control signal flat, not every such curve was filed as active; inconclusive = small, poorly fitted or top-dose-only effect, or effect the other way, or a change in a side signal; inactive = no such curve, though single readings can be large or run the other way; the % refers to the polarisation; note: % is set by controls: 0 for no effect and ±100 for the full control effect
Target sequence (Q13526 whole entry, looked up): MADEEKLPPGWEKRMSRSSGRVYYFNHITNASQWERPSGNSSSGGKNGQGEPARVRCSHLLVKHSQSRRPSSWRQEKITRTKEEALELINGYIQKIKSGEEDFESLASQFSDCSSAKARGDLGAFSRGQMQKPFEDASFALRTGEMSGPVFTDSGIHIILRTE
RGS4 inh = Inhibitors of Regulator of G Protein Signaling (RGS) 4: qHTS; Regulator of G-protein signaling 4 (Homo sapiens), P49798; Transcreener GDP fluorescence polarization, RGS4-accelerated GTP hydrolysis; Potency, µM (series often up to 114 µM), inactives show at the top dose activity change, negative = inhibition, actives largely listed as inhibitors; hit rate 0.039% among 390,000; AID 504845, 2011; note: % is set by controls: 0 for no effect and ±100 for the full control effect; nearly all actives have a fitted effect of over 75% in size; some results filed as inactive show a strong effect at the top dose
Target sequence (P49798 whole entry, looked up): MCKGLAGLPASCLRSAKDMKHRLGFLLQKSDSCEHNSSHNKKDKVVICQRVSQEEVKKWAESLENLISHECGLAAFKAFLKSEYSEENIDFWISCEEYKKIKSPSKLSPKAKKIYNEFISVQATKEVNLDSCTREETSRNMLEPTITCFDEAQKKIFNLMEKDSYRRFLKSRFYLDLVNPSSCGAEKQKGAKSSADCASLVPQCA
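MLSMR compounds (23 nl, pin-transferred) preincubated 10 min at room temperature with a 500nM (2x) first reagent, then RGS4 at 900nM (2x) plus Transcreener GDP mix added; fluorescence polarization (620/688 nm) read before and after 90 min at 30 °C.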
HP1b chromo inh = HTS for Inhibitors of HP1-beta Chromodomain Interactions with Methylated Histone Tails; Chromobox protein homolog 1 (Homo sapiens), P83916; AlphaScreen HP1-beta / biotin-H3K9me3 peptide binding; Potency, µM (series often up to 114 µM), for the others: at the top dose activity change, negative = inhibition, usual class: inhibitors; hit rate 0.56% among 390,000; note: nearly all actives have a fitted effect of over 70% in size; inactives centre near 23
Target sequence (P83916 whole entry, looked up): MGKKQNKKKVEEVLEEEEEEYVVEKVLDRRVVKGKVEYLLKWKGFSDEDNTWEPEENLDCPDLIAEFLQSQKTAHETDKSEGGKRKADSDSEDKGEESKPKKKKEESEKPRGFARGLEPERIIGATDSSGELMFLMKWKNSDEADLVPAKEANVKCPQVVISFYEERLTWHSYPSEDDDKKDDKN
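HP1-beta protein (50 nM final) preincubated 30 min at room temperature with biotinylated H3(1-18)K9me3 peptide (50 nM) in PBS pH 7.4, 0.01% Tween-20, then compound added for 30 min. AlphaScreen streptavidin donor/nickel chelate acceptor beads (10 ug/mL final), 30 min dark, luminescence read.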
TrxR1 inh = qHTS Assay for Inhibitors of Mammalian Selenoprotein Thioredoxin Reductase 1 (TrxR1): qHTS; Thioredoxin reductase 1, cytoplasmic (Rattus norvegicus), O89049; recombinant rTrxR1, NADPH fluorescence consumption, selenite substrate; Potency, µM (doses to about 114 µM), inactives show at the top dose activity change, negative = inhibition, usual class: inhibitors; hit rate 1% among 390,000; AID 588453, 2011; note: % is set by controls: 0 for no effect and ±100 for the full control effect; nearly all actives have a fitted effect of over 65% in size
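Rat TrxR1 (90 nM in the dispensed reagent) was pre-reduced with 400 uM NADPH for 5 min at room temperature, then incubated with compound for 15 min. After 400 uM selenite was added, NADPH fluorescence (Ex 340/Em 450 nm) was followed for 8 min.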
PGK inhibitor = qHTS Assay to Find Inhibitors of Phosphoglycerate Kinase | Potency, µM (top dose mostly 57.5 µM), inactives show at the top dose activity change, negative = inhibition, most hits filed as inhibitors | Phosphoglycerate kinase, glycosomal (Trypanosoma brucei brucei), P07378 | hit rate 0.043% among 380,000 | PGK/GAPDH coupled, Kinase-Glo luminescence, 60 min; note: % is set by controls: 0 for no effect and ±100 for the full control effect; nearly all actives have a fitted effect of over 60% in size
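Recombinant glycosomal PGK reaction used 1,3-bisphosphoglycerate generated in-well by GAPDH (100nM final) in 100mM TEA pH 7.6, 5mM MgCl2, 0.01% Tween-20. After 60 minutes at room temperature, ATP was read by Kinase-Glo Plus luminescence end-point.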
GLS inhibitor = qHTS for Inhibitors of Glutaminase (GLS); GLS enzymatic activity, qHTS titration; Potency, µM (titrated, usually from 45.5 µM), without a hit: at the top dose activity change, negative = inhibition, most hits filed as inhibitors; hit rate 0.21% among 410,000; AID 624170, 2012; note: % is set by controls: 0 for no effect and ±100 for the full control effect
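Coupled fluorescence readout: glutamate oxidase/HRP/Amplex Red detect glutamate formed by hKGA from L-glutamine (1 mM solution added). Buffer 45 mM KH2PO4 pH 8.2, 0.02% Tween-20; reads at t0 and 30 min RT.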
* = called active by the depositor; i = inactive; ? = inconclusive; . = not tested or not shown; & = joins results of further samples; [ ] = dose if it differs, or a comment. Unless noted, calls come from the whole dose curve; as a rule, active = well fitted curve in the direction sought with a large enough effect; inconclusive = small, poorly fitted or top-dose-only effect, or another doubt; inactive = no such curve, though single readings can be large; an effect the other way counts as inactive or inconclusive. Potency is the fitted concentration of half-maximal effect. This is a subset, so the mix of outcomes need not match the whole.

SMILES	ERG-DNA inh	ALOX12 inh	JMJD2A Tudor inh	Pin1 inhibitor	RGS4 inh	HP1b chromo inh	TrxR1 inh	PGK inhibitor	GLS inhibitor
Cc1c(Cl)cccc1NCC(=O)NN=C1CCCC1	9%	49%[activator]	-16%	0%	5%	32%	26%	i	13%
CC(C)(C)OC(=O)C[C@H]1C/C=C\C[C@@H](CC(=O)N(CCO)Cc2ccccc2)C(=O)N[C@@H](Cc2ccccc2)COC1=O	6%	?	-29%	3%	3%	8%	16%	-2%	1%
CC(=O)Nc1ccc(NC(=O)C(OC(=O)c2ccccc2)C(OC(=O)c2ccccc2)C(=O)O)cc1 (configuration not stated)	2%	-18%	-9%	-2%	-11%	22%	-39%	5%	5%
Cc1nnc(SCC(=O)NC(=O)Nc2ccc3c(c2)OCCO3)s1	0%	12%	-8%	6%	18%	18%	1%[57.1 µM]	2%	1%
O=C1/C(=C/c2cccs2)CCc2ccccc21	2%	32%[activator]	65%[activator]	1%	1%	93%[activator]	-9%	?	5%
COc1ccc(-c2nn(-c3ccccc3)cc2C(=O)NCCCn2ccnc2)cc1	.	19%	-31%	-4%	8%	-1%	41%[activator]	-10%[11.5 µM]	6%
Cc1cnc(=O)[nH]c1SCc1ccc(C(F)(F)F)cc1	-15%	5%	2%	-9%	12%	35%	12%	-9%	-4%
CC(=O)Nc1ccc(NC(=O)C(C)OC(=O)CNC(=O)c2ccc(-c3ccccc3)cc2)cc1 (configuration not stated)	7%	?	-19%	4%	-8%	8%	-3%	9%	3%
CC(C)Cc1nnc(NC(=O)CSc2ccccn2)s1	1%	0%	-3%	0%	3%	39%	12%	-2%	-2%
CC(=O)N1CCN(CC(=O)Nc2cccc(S(=O)(=O)N3CCCCCC3)c2)CC1	-2%	1%	-7%	3%	7%	17%	4%[57.1 µM]	3%	0%
Cn1c(=O)oc2cc(S(=O)(=O)NC(Cc3ccccc3)C(=O)Nc3ccc(F)c(Cl)c3)ccc21 (configuration not stated)	14%	-7%	-14%	24%	-31%	14%	21%	-1%	9%
CCCCn1c(N)c(N(CCOC)C(=O)C2CCN(S(=O)(=O)c3ccc(C)cc3)CC2)c(=O)[nH]c1=O	-3%	-2%	-1%	1%	21%	14%	-3%	2%	7%
COc1ccc(S(=O)(=O)Nc2cc(C(=O)NC(C)C)ccc2N2CCOCC2)cc1	.	23%	-16%	0%	7%	0%	30%	.	35%[activator]
COc1ccc(-c2oc(NC(=O)CSc3nncn3C)c(C#N)c2-c2ccc(OC)cc2)cc1	4%	33%[activator]	-24%	-1%	-49%	19%	14%	-6%	14%
O=C(Nc1ccc(Cl)cc1)c1ccc2oc(=O)n(Cc3ccccc3)c2c1	3%	-9%	9%	5%	-17%	34%	6%[57.1 µM]	i	0%
O=C(c1ccc2nccnc2c1)N1CCN(c2cccc(C(F)(F)F)c2)CC1	2%	-2%	-17%	4%	-4%	47%[activator]	1%	-10%	1%
CC(OC(=O)C1CSC2(c3ccc(F)cc3)CCC(=O)N12)C(=O)NC(N)=O (configuration not stated)	-6%	-7%	-1%	-1%	5%	28%	13%[57.1 µM]	-10%	-3%
Cc1ccc(C(=O)NCCNC(=O)c2ccccc2)cc1	1%	2%	-2%	4%	10%	31%	7%[57.1 µM]	-6%	-9%
CCc1cc(=O)oc2cc(OS(C)(=O)=O)ccc12	3%	-16%	-11%	-2%	-10%	21%	-4%[57.1 µM]	-20%	6%
Cc1ccc(CNS(=O)(=O)c2ccccc2[N+](=O)[O-])cc1	4%	-11%	-5%	-1%	-4%[56.9 µM]	34%	13%	-2%	8%
CCCOC(=O)C(C)Sc1n[nH]c(=O)[nH]c1=O (configuration not stated)	2%	-14%	14%	-1%	-15%[11.4 µM]	48%[activator]	11%	-4%	0%
CCN(CC)S(=O)(=O)c1csc(C(=O)NCc2ccccc2)c1	6%	-26%	-21%	2%	-3%	-1%	20%	-2%	-18%
CC1(C)Cc2c(sc3nc(SCC(=O)NCc4ccccc4)n(-c4ccccc4)c(=O)c23)CS1	-5%	226%[activator][57.4 µM]	-13%	0%	-22%	37%[activator]	14%	-1%	11%
CCc1nn(CC(=O)Nc2cccc(C)c2C)c(=O)c2cc3sccc3n12	14%	-15%	-15%	4%	5%	-4%	12%	-8%	-5%
O=c1cc(-c2ccccc2Cl)oc2c(Br)ccc(O)c12	-1%	-12%	-26%	20%	6%	18%	-5%[57.1 µM]	-7%	-2%

Later entries
SMILES	ERG-DNA inh	ALOX12 inh	JMJD2A Tudor inh	Pin1 inhibitor	RGS4 inh	HP1b chromo inh	TrxR1 inh	PGK inhibitor	GLS inhibitor
CN(C)c1cccc2c1c(NS(=O)(=O)c1cn(C)cn1)nn2C	17%	?	0%	-10%	-50%	51%[activator]	?	0%	-23%
COc1cccc(CNC(=O)CCCC(=O)Nc2cccc([N+](=O)[O-])c2)c1	0%	0%	-10%	-2%	-11%	28%	20%	i	2%
O=C(O)Cn1nc(C(F)(F)F)c2c1CCC2	-6%	-6%	-6%	?	23%	20%	-1%[57.1 µM]	-4%	5%
COC(=O)CCNC(=O)c1nn(Cc2ccccc2)c(=O)c2ccccc12	-2%	0%	11%	1%	5%	29%	26%[57.1 µM]	0%	-6%
C=CCn1c(SCc2cccc3ccccc23)nnc1-c1cccnc1	6%	-16%	-11%	-1%	-29%	21%	-5%	-9%	1%
O=C(CN1N=C(c2ccc(Cl)cc2)CCC1=O)NCc1cccnc1	-4%	9%	2%	-2%	-15%	23%	-9%	-10%	-6%
O=C(Nc1ccsc1C(=O)NC1CCCCC1)c1ccccc1	-3%	-19%	-12%	-1%	8%	6%	24%	5%	18%
N#Cc1c(-c2ccccc2)nc(SCc2cccc(C(F)(F)F)c2)[nH]c1=O	2%	?	-14%	.	-8%	18%	2%[57.1 µM]	5%	21%
Cc1ccc(NC(=O)CSc2nc3ncccc3[nH]2)cc1F	-2%	-7%	-3%	2%	-11%	36%	0%	-11%	1%
COCCCNC(=O)c1ccccc1C(F)(F)F	3%	0%	-10%[11.4 µM]	1%	-25%[11.4 µM]	-5%	24%	5%	-7%
Clc1cccc(CSc2ccc(-c3cccnc3)nn2)c1	12%	-2%	-19%	-15%	7%	36%	-10%	5%	0%
CC(=O)c1cc2c(cc1C)CCCC2(C)C	-9%	-21%	22%	-3%	-6%	49%[activator]	-7%	-12%	-3%
COc1nc(Oc2ccc(=O)n(C)n2)nc(N(C)C)n1	0%	0%&-6%	-8%	-12%	8%	34%	-9%	-10%	11%
CSc1ncc(CN2CCCC(C(=O)Nc3ccc(-c4ccco4)cc3)C2)cn1 (configuration not stated)	4%	2%	?	56%[activator]	?	-20%[57 µM]	-27%	-3%	10%
CCc1cccc(NC(=O)[C@@H]2CCCN2C2=NS(=O)(=O)c3ccccc32)c1	1%	4%	2%	1%	5%	51%[activator]	-8%	3%	-3%
COc1ccc(NC(=O)CCN2C(=O)/C(=C/c3ccc4c(c3)OCO4)SC2=S)cc1	17%	-15%	3%	8%	-26%	12%	2%	-8%	-4%
COc1ccc(OC)c2[nH]c(=O)c(CCNC(C)=O)cc12	?	-7%	1%	0%	15%	58%[activator]	-3%	i	1%
CC(=O)Nc1ccc(C2=CC(=O)CC(C)(C)C2)cc1	0%	-1%	-24%	2%	-4%	13%	9%	-6%	-2%
N=c1n(CC(=O)c2ccc([N+](=O)[O-])cc2)c2ccccc2n1Cc1ccccc1Cl	0%	?	-35%	7%	21%	2%	-17%	3%	11%
COc1ccc(OC)c(NC(=O)c2ccc3c(c2)C(=O)N(c2ccc(OC(C)=O)cc2)C3=O)c1	-6%	4%	-19%	4%	35%	22%	24%	i	-9%
COc1ccc2[nH]c(=O)c(CN(Cc3nnnn3CCc3ccccc3)CC3CCCO3)cc2c1 (configuration not stated)	-9%	?	-18%	1%	-8%	28%	-19%	3%	3%
CCOC(=O)c1c(C)nc(C)c(C(=O)OCC)c1-c1ccco1	30%	-12%	79µM*	-6%	-8%	7%	-2%[57.1 µM]	-5%	57%[activator]
CCn1c(CNC(=O)C23CC4CC(CC(C4)C2)C3)nnc1SCC(=O)Nc1ccc(F)cc1	-10%	-3%	1%	2%	-5%	50%[activator]	9%	0%	3%
OCCN1CCN(CCOc2ccccc2-c2ccccc2)CC1	-15%	?	-18%	5%	?	6%	23%	-5%	20%
Cc1c(NC(=O)C(C)OC(=O)c2ccc([N+](=O)[O-])s2)c(=O)n(-c2ccccc2)n1C (configuration not stated)	7%	-9%	-12%	-5%	-2%	23%	6%	i	0%
COc1ccccc1CC(=O)N1CCC(n2nccc2NC(=O)C2CCOC2)CC1 (configuration not stated)	-2%	-5%	-24%	0%	22%	19%	-5%	-10%	1%
